STEP block = STEP (human) phosphatase inhibition | P54829 | recombinant STEP, OMFP fluorogenic substrate, fluorescence | inhibition, % at 20 µM | hit rate 0.25% among 360,000 | AID 588621;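 active = inhibition at 20 µM, scaled per plate between control wells, above about 37%, limit read from the data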;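 note: 0% = DMSO with enzyme and substrate and 100% = substrate only without enzyme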
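Assay system: isolated STEP enzyme. Buffer or medium: pH 6.0 Bis-Tris with DTT and Tween 20. Also added: fluorogenic phosphatase substrate OMFP at 25 µM final. Dosing: 20 µM, 1% DMSO. Timing: 20 min reaction, room temperature, in the dark. Measured by: fluorescence intensity, excitation 480 nm, emission 540 nm. Evaluation: normalized % inhibition.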
DNMT1 block = inhibitors of human DNMT1; DNMT1 molecular beacon, Hinp1I cleavage, fluorescence; inhibition (reported as % activation of signal), % at 10 µM; hit rate 0.83% among 360,000; in the data active = inhibition above about 50%
LMPTP inh = blocks human LMPTP phosphatase; recombinant LMPTP-A, OMFP fluorogenic substrate, fluorescence intensity; inhibition, % at 20 µM; hit rate 0.22% among 360,000;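 active = compounds that cut the enzyme signal by at least half of the control window in the single-dose screen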;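 note: plate controls were DMSO wells with enzyme plus substrate for no effect and substrate without enzyme for full effect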
Target sequence (P24666 whole entry, looked up): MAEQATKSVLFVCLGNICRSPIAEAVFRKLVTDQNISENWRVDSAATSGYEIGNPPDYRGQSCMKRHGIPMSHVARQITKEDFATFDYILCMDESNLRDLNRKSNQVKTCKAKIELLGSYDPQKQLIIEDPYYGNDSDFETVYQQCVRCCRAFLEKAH
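Material: LMPTP-A; amount: 0.625 nM enzyme; doses: single 20 µM dose; times: reaction 50 min, room temperature, dark; technique: fluorescence intensity of OMFP turnover product; benchmarks: no-enzyme and uninhibited controls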
SUMO1 PPI mod = alters human SUMO1 binding to SIM partners. P63165. SUMO1 binding to a labelled peptide, TR-FRET, 1 h. inhibition, % at 20 µM. hit rate 0.33% among 360,000; in the data active = inhibition above about 37%
Neddylation inh = blocks human cullin neddylation; P61081+Q13564; TR-FRET cullin neddylation, biochemical; calls only at 25 µM; hit rate 0.58% among 360,000; in the data active = inhibition above about 36%
Scp-1 inhibitor = Scp-1 (human) phosphatase inhibition; Q9GZU7; Recombinant Scp1, phosphopeptide, malachite green phosphate absorbance; hit rate 0.88% among 340,000; inhibition, % at 20 µM;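 active = inhibition above about 50% at 20 µM, limit read from the data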;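 note: plate controls were DMSO wells with enzyme for no effect and wells lacking enzyme for full effect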
Target sequence (Q9GZU7 76-261 limits assumed): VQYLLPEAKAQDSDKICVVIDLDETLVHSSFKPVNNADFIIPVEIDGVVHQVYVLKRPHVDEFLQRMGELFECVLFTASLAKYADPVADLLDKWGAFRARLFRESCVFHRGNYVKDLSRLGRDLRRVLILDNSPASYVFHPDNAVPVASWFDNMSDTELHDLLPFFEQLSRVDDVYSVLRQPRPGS
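Test system: SCP-1 catalytic domain; Buffer or medium: Acidic Tris acetate buffer with magnesium and detergent; Also added: Phosphorylated 17-residue peptide substrate; Compound: single 20 µM dose, 1% DMSO; Schedule: enzyme reaction 45 min at room temperature, colour 5 min, stabilisation 30 min; Signal: Phosphate-binding colour reagent, absorbance read at 630 nm.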
Rpn11 inh = inhibitors of human proteasome Rpn11; O00487; hit rate 0.59% among 360,000; calls only at 20 µM; human 26S proteasome, Ub4-pepOG fluorescence polarization; 20S core pre-blocked with epoxomicin;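 active = inhibition at 20 µM, scaled to each plate's controls, above about 33%, limit read from the data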
Target sequence (O00487 whole entry, looked up): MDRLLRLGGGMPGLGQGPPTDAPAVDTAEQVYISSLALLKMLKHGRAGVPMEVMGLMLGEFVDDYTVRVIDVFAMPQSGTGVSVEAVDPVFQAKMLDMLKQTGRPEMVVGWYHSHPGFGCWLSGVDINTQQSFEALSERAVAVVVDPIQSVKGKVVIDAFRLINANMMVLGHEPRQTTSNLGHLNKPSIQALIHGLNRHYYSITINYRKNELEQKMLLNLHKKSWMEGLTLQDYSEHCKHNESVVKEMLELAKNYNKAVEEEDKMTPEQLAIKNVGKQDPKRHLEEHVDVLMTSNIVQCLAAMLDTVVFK
CSN inh = CSN deneddylation inhibition | Purified CSN, SCF-Nedd8-OG deneddylation, fluorescence polarization | inhibition, % at 12.5 µM | Q92905 | hit rate 0.38% among 360,000;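 active = pattern-corrected inhibition above about 35%, with an unprinted fluorescence ratio check between 0.5 and 1.5, limit read from the data, passing the limit was not always enough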;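 note: 0% = enzyme with substrate and 100% = substrate without enzyme; some results filed as inactive read as strong as hits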
Target sequence (Q92905 whole entry, looked up, one chain of several): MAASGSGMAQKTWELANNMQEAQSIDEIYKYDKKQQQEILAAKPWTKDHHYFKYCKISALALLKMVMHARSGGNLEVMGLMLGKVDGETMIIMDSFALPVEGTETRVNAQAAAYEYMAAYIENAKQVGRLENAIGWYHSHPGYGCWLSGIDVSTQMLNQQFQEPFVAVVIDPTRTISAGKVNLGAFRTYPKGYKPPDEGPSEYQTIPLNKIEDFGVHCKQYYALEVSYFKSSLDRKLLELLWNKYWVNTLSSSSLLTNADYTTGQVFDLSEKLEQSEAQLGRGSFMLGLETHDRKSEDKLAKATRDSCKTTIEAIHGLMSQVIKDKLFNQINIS
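test system = HEK293T-derived human Csn5 enzyme | amount = 0.24 nM Csn5 enzyme, final concentration | medium = Tris/NaCl/DTT buffer, pH 7.5 | schedule = 90 min reaction at room temperature | signal = FP | evaluation = inhibition of Csn5 cleavage, % | compound dosing = single dose of 12.5 µM compound with 0.25% DMSO | probe or stimulus = 10 nM SCFSkp2-Nedd8OG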
Rin1 Abl inh = inhibitors of human Rin1-Abl protein interaction | TR-FRET Rin1/Abl binding, biochemical | hit rate 0.4% among 360,000 | P00519+Q13671 | AID 588664 | inhibition, % at 7.35 µM; in the data active = inhibition above about 5%, passing the limit was not always enough
NadD block = blocks S. aureus nicotinate mononucleotide adenylyltransferase; purified NadD enzyme, colorimetric absorbance read-out; inhibition, % at 20 µM; hit rate 0.78% among 360,000; AID 602399; in the data active = inhibition above about 26%; note: some compounds past the cut are filed as inactive
* marks the source's active call; other numbers are inactive results; i = inactive; · = not tested or not shown; + = active, no number.

structure	STEP block	DNMT1 block	LMPTP inh	SUMO1 PPI mod	Neddylation inh	Scp-1 inhibitor	Rpn11 inh	CSN inh	Rin1 Abl inh	NadD block
CCOC(=O)c1cnc(-n2cc(C)cn2)nc1Nc1ccccc1OC	2	0	1.0	3	i	-5	i	1	0	14
COc1ccccc1N1CCN(/N=C/c2ccc(C(=O)O)cc2)CC1	-1	3	-0.9	-4	i	-14	i	-1	4	0
COc1ccc(/C=N/Nc2ncnc3sc4c(c23)CCCC4)cc1O	-4	0	0.2	2	i	4	i	-10	-1	6
O=C(COC(=O)c1cc(Br)ccc1O)Nc1ccc2c(c1)OCCO2	-1	1	0.6	-2	i	1	i	0	-1	-5
O=C(/C=C/c1ccc(O)c(O)c1)NC(=O)c1ccccc1O	0	16	1.5	0	i	15	i	13	-2	1
CCOC(=O)c1c(NC(=O)c2cc(-c3ccc(O)cc3)on2)sc(C(C)=O)c1C	-2	23	-2.1	24	i	-7	+	10	0	7
CCOc1ccccc1C=NNC(=O)c1cccc2ccccc12	1	19	0.7	-4	i	0	i	0	1	3
O=C(CNCCc1ccccc1)Nc1ccc(C(=O)N2CCCCC2)cc1	2	1	-0.5	0	i	-4	i	2	6	-2
Cc1cccc(CC(=O)Nc2cc(C)c3c(=O)oc4ccccc4c3n2)c1	-3	13	1.9	-15	i	0	i	-2	-1	2
O=C(O)/C=C/c1cn(Cc2ccccc2Cl)nc1-c1ccccc1	3	1	-2.4	-10	i	-27	i	4	1	-2
CCCCC1=CC2=CC(=O)C(C)(OC(=O)CC)C(=O)C2=CN1Cc1ccco1 (centres undefined)	2	10	1.9	-6	i	-2	i	22	-4	7
Cn1cccc1Cc1nnc(SCC(=O)NCCc2ccccc2)n1-c1ccc(F)cc1	2	-1	1.2	5	i	-4	i	-8	-1	4
CCN(CC(=O)Nc1c(F)cccc1F)C(=O)c1cc2ccccc2oc1=O	-4	3	0.6	-2	i	-3	i	2	-2	4
Cc1ccc2cc(C)c(SCC(=O)NCc3ccco3)nc2c1	0	-2	3.2	-3	i	11	i	-2	-1	14
CN(CCc1ccccc1)C(=O)c1ccc(NC(=O)Cc2ccc(NC(=O)C3CCCN(C(=O)CCc4ccccc4)C3)cc2)cc1 (centres undefined)	1	-11	5.1	-3	i	-20	i	1	2	10
Cc1ccc2c(c1)nnn2C1CCN(CC(=O)N(c2ccccc2)c2ccccc2)CC1	0	-5	-2.0	2	i	9	i	4	-16	-2
O=C(NCCCc1ccccc1)C(=O)NCC1OCCN1S(=O)(=O)c1ccc(F)cc1 (centres undefined)	-1	-2	2.1	18	i	-5	i	3	3	1
CCOc1ccc2nc(NCCCO)[nH]c2c1	-2	41	0.0	-2	i	-3	i	14	-2	10
O=C(OCc1nc2scc(-c3ccccc3)c2c(=O)[nH]1)c1ccco1	-2	0	0.6	11	i	-9	i	2	2	-6
CC(C)(Oc1ccc(Cl)cc1)C(=O)N1CCC(C(N)=O)CC1	-6	-2	-0.4	-4	i	-4	i	-5	3	-4
CCN(C(=O)Cn1nc(C)c([N+](=O)[O-])c1C)C1CCS(=O)(=O)C1 (centres undefined)	-1	12	-0.7	4	i	1	i	-3	3	-2
O=C1NC(=Nc2ccccc2)S/C1=C/c1cccs1	6	1	24	-11	i	76*	i	-1	3	8
CCOC(=O)[C@H]1[C@H]2COc3ccc(Br)cc3[C@@H]2N2C(=O)N(c3ccc(F)cc3)C(=O)[C@@]12C	-6	-5	2.2	0	i	-14	i	1	3	3
CN1CCN(C(=O)C2=C[C@@H](c3ccccc3)C[C@@H](OCCCCO)O2)CC1	2	0	-1.8	0	i	0	i	-5	3	-3
O=C1C=C(c2cc3ccccc3s2)C[C@@H](c2ccc(Cl)cc2)C1	4	5	2.4	-7	i	-21	i	-4	-1	0

2 entries from above, with two lines to a compound:
Under each structure – STEP block	DNMT1 block	LMPTP inh	SUMO1 PPI mod	Neddylation inh	Scp-1 inhibitor	Rpn11 inh	CSN inh	Rin1 Abl inh	NadD block
> CCOC(=O)c1cnc(-n2cc(C)cn2)nc1Nc1ccccc1OC
 : 2	0	1.0	3	i	-5	i	1	0	14
> COc1ccccc1N1CCN(/N=C/c2ccc(C(=O)O)cc2)CC1
 : -1	3	-0.9	-4	i	-14	i	-1	4	0

The listing continues.
structure	STEP block	DNMT1 block	LMPTP inh	SUMO1 PPI mod	Neddylation inh	Scp-1 inhibitor	Rpn11 inh	CSN inh	Rin1 Abl inh	NadD block
Cc1nnc(N(Cc2ccccc2)C(=O)c2cnccn2)s1	1	1	0.6	1	i	9	i	-3	-2	-5
COc1ccc(/C=C/C(=O)N2CCN(S(=O)(=O)c3ccccc3Br)CC2)cc1OC	-1	-30	0.2	-15	i	-7	i	-2	-5	4
Oc1ccc(C=NC2CCCCC2)c(O)c1	1	-1	0.3	1	i	-3	i	-13	2	5
Cc1cc(C)n(-c2nnc(C)n2/N=C/c2ccco2)n1	0	-1	0.7	-2	i	0	i	-1	-1	-1
Cc1cc(NC(=O)COC(=O)CCS(=O)(=O)c2ccc(Cl)cc2)no1	-5	4	-1.6	1	i	-2	i	-2	2	-3
O=C(COC(=O)c1cccs1)Nc1cccc(S(=O)(=O)NC2=NCCCCC2)c1	0	4	-0.5	2	i	-1	i	4	-2	-7
O=C(c1ccccc1-c1ccccc1)N1CCCCC1	2	1	0.9	2	i	-11	i	-3	2	-4
CCOc1ccc(N2CC(C(=O)NCCc3ccccc3)CC2=O)cc1 (centres undefined)	-2	-1	-0.7	1	i	-2	i	1	-2	-6
N/C(CN1CCSCC1)=N\OCc1c(F)cccc1Cl	3	3	-0.6	0	i	-4	i	7	-1	-7
CN(N=Nc1ccc([N+](=O)[O-])cc1)c1ccccc1	2	4	2.7	-5	i	-4	i	-72	-1	-4
COc1ccc(OC)c(C2C(C#N)=C(N)Oc3cc(N)ccc32)c1 (centres undefined)	-3	-24	-0.9	-2	i	-4	i	6	2	13
CCn1c(=O)c(C(=O)NCc2ccccc2)c(O)c2ccccc21	2	4	1.8	0	i	1	i	2	-5	-5
COc1ccc(C2C(C(=O)Nc3cc(C)on3)c3ccccc3C(=O)N2C)cc1OC (centres undefined)	-2	-1	-0.2	2	i	0	i	0	5	-1
Cc1cc(Cl)ccc1C(=O)C1CCCN(C(=O)c2cc(C(C)C)no2)C1 (centres undefined)	13	1	-0.6	3	i	-7	i	3	2	-8
O=C(COC(=O)COc1ccccc1F)Nc1ccc2c(c1)OCO2	-1	-12	-1.9	0	i	-8	i	-5	2	-6
CCCCNC(=O)C1CC(=O)N(c2ccc(OC)cc2)C1c1ccc(OC)cc1 (centres undefined)	-3	-3	0.7	1	i	1	i	5	3	-5
COc1ccc(NC(=O)CCN2C(=O)C3CC=C(Cl)CC3C2=O)cc1 (centres undefined)	-2	3	-3.5	1	i	-11	i	-4	-3	0
CCCCn1c(N)c(N(C)C(=O)C2CC(=O)N(Cc3ccco3)C2)c(=O)[nH]c1=O (centres undefined)	-2	2	0.1	-5	i	-1	i	7	-2	2
NC(=O)CCN(Cc1ccccc1)S(=O)(=O)c1ccccc1	2	0	-0.8	0	i	-5	i	-6	-4	1
COc1ccccc1OCc1ccc(C(=O)N2CCN(C(=O)c3ccco3)CC2)cc1	-1	1	0.3	2	i	-2	i	0	10*	-1
Cc1c(C(=O)NCCc2ccccc2)oc2ccc(S(=O)(=O)N3CCOCC3)cc12	0	-3	-1.3	1	i	-11	i	2	2	-3
CC(C)(C)S(=O)N1Cc2cc(C(=O)N3CCOCC3)nc(-c3cccc(Br)c3)c2[C@H]1CCO (some centres undefined)	0	-14	-0.7	-7	i	·	i	-4	-3	-2
Cc1ccc(CNS(=O)(=O)N(C)C)cc1	2	-1	-1.9	1	i	-15	i	-2	0	-5
CCOC(=O)C1(CCc2ccccc2)CCN(C(=O)c2cc(C)nc(C)n2)CC1	-1	-1	-1.1	-1	i	-8	i	-11	4	3
O=C1COc2ccc(C(=O)COC(=O)c3ccc([N+](=O)[O-])cc3Cl)cc2N1	1	5	4.2	-30	i	-2	i	-4	-1	14
Cc1cc2nc(CCN3CCOCC3)n(S(=O)(=O)c3ccc(C(C)(C)C)cc3)c2cc1C	-2	-5	5.2	-2	i	1	i	-1	-1	-5
CC(=O)Nc1ccc(-c2ccnc3c2CC(C(=O)Nc2cccc(Oc4ccccc4)c2)O3)cc1 (centres undefined)	2	-27	4.5	-3	i	·	i	2	0	14
CN(C)c1ccc(/C=C(\Cl)c2nc3ccccc3s2)cc1	-3	-2	2.9	-10	i	-7	·	23	1	4
NC(N)=NS(=O)(=O)c1ccc(N=C2C(=O)Nc3ccccc32)cc1	0	3	0.9	-27	i	6	i	-2	-2	-1
Cc1ccc(C(=O)N2CCN(c3ncnc4c3cnn4-c3ccccc3)CC2)cc1	-2	-1	1.8	2	i	·	i	7	1	1
Cc1c(C(=O)N(Cc2ccccc2)C(C)C)cnn1-c1ccccc1	-1	3	0.2	3	i	-11	i	-3	-3	-6
N#CC(C(=O)NCCc1ccccc1)c1nc2ccccc2nc1N1CCOCC1 (centres undefined)	-6	-3	-2.1	-9	i	8	·	39*	3	-5
COc1cccc2cc(C(=O)NCCN3CCOCC3)c(=O)oc12	-2	1	0.0	-29	i	-10	i	3	0	-6
CC(=O)N1CCC(C(=O)NC2CC(C)(C)Cc3c2cnn3-c2ccc(F)cc2)CC1 (centres undefined)	-1	-1	0.1	1	i	-4	i	4	1	4
Cc1ccc(OCc2nnc(NC(=O)c3cccnc3)s2)cc1	-2	-2	-0.5	3	i	-2	i	-4	-1	2
CCOc1ccc(OCCC(=O)OCC(=O)N2CCN(c3ccc(OC)cc3)CC2)cc1	-1	4	-0.6	-1	i	-5	i	1	3	2
Cc1ccc2oc(=O)c3cnn(CC(=O)N4CCc5ccccc5C4)c3c2c1	0	1	-0.6	1	i	-4	i	0	-1	-1
O=C(O)c1cccc2c1C(=O)c1ccc(Cl)cc1S2(=O)=O	2	17	-1.5	-23	i	-6	i	2	-1	-2
NNc1nc2c(F)cccc2s1	-3	3	0.5	3	i	-8	i	-4	-3	-4

Structures shown so far that have two or more sulfur atoms:
structure	STEP block	DNMT1 block	LMPTP inh	SUMO1 PPI mod	Neddylation inh	Scp-1 inhibitor	Rpn11 inh	CSN inh	Rin1 Abl inh	NadD block
O=C1NC(=Nc2ccccc2)S/C1=C/c1cccs1	6	1	24	-11	i	76*	i	-1	3	8
O=C(COC(=O)c1cccs1)Nc1cccc(S(=O)(=O)NC2=NCCCCC2)c1	0	4	-0.5	2	i	-1	i	4	-2	-7

Bioassay records (PubChem)
